# Screening results as filed in PubChem BioAssay.
# SSB-PriA inh – inhibitors of Klebsiella pneumoniae PriA binding to SSB C-terminal tail; AlphaScreen SSBct-PriA binding, biotinylated peptide; AID 1272365; 430,000 tested, 0.6% active; inhibition, % at 33 µM; in the data active = inhibition mostly above about 37%, no sharp cut-off; inactive = mostly below about 20%;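 note: plate controls were negative control peptide for no effect and reference peptide for full effect; strong numbers were not always called active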
# PfHsp40 rescue – rescue of PfHsp40-mediated yeast toxicity; S. cerevisiae expressing PfHsp40, growth rescue, ATP luminescence; growth rescue, % at 12.5 µM; 340,000 tested, 0.68% active; AID 504582; in the data active = growth rescue above about 28%, passing the limit was not always enough; inconclusive = no clear call, values can overlap the other calls;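 note: yeast W303a lacking pdr1 and pdr3 grown in galactose medium; growth measured after three days at 30 °C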
# CCHF vOTU inh – blocks the CCHF virus ovarian tumor domain protease; CCHFV vOTU protease, Pep-AMC fluorescence; inhibition, % at 11.5 µM; 370,000 tested, 0.55% active; in the data active = inhibition above about 30%; note: 0% = vehicle wells with enzyme and 100% = no enzyme wells
# 3CLpro inhibitor – SARS-CoV 3CLpro protease inhibition | P0C6X7 | AID 1706 | 290,000 tested, 0.14% active | recombinant SARS-CoV 3CLpro, quenched FRET peptide cleavage | inhibition, % at 6 µM; in the data active = inhibition above about 12%
# Yp Topo-I inh – Y. pestis Topo-I inhibition via cleavage products | Y. pestis Topo-I cleavage product accumulation, plate reader | 360,000 tested, 0.064% active | AID 504884 | activity, % at 10 µM; in the data active = activity above about 50%, passing the limit was not always enough; inconclusive = no clear call, values can overlap the other calls; note: inactives centre near 2
# BH1578 lux ind – inducers of Vibrio cholerae quorum light production without autoinducers; V. cholerae BH1578 lux reporter, luminescence, 6 h; activation, % at 18.7 µM; 350,000 tested, 0.16% active; AID 588436; in the data active = activation mostly above about 9.7%, no sharp cut-off; inconclusive = no clear call, values can overlap the other calls; inactive = mostly below about 3.7%; note: not every result past the cut was called active; inactives centre near 0; reference of the scale not given here
# VHR inh abs – DUSP3 (human) phosphatase inhibition; P51452; recombinant VHR phosphatase, pNPP absorbance; inhibition, % at 13.3 µM; 290,000 tested, 0.52% active; AID 1654; in the data active = inhibition above about 50%; note: some compounds called inactive have numbers as strong as hits
# Target sequence (P51452 whole entry, looked up): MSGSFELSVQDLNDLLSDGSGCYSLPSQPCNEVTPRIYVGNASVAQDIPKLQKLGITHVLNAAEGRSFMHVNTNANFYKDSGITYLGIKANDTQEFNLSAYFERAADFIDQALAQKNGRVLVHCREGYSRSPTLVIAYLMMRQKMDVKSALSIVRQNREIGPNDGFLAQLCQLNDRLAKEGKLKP
# Anthrax LF prot – anthrax lethal factor protease inhibition; P15917; multiplex microsphere protease cleavage assay, LF; inhibition, % at 10 µM; 360,000 tested, 0.12% active; note: plate controls were buffer without enzyme for full effect and enzyme alone for no effect
# Target sequence (P15917 whole entry, looked up): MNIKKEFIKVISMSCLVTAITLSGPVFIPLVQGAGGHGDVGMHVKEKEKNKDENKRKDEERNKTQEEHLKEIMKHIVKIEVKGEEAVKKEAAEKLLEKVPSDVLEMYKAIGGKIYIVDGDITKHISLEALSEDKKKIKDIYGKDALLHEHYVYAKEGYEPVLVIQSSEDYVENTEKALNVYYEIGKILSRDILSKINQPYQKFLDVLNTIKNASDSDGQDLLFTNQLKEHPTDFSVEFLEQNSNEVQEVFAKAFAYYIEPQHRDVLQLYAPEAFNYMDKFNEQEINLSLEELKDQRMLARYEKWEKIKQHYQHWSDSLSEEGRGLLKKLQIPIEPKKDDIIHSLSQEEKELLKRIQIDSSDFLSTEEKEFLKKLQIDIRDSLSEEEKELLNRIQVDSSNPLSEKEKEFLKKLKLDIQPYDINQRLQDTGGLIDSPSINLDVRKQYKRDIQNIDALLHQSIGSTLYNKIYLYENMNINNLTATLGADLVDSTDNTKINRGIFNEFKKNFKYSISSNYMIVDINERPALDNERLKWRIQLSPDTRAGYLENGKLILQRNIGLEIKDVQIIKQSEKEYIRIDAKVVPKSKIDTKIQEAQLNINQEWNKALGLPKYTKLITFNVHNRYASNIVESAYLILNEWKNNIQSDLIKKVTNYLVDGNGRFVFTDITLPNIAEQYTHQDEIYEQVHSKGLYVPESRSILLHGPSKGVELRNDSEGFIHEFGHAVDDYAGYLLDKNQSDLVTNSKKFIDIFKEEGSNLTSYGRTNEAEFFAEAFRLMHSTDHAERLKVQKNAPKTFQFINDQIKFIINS
# TcdB GH inh – blocks C. difficile toxin B glycohydrolase activity; inhibition, % at 9.99 µM; TcdB glycohydrolase enzymatic assay, plate reader; 350,000 tested, 0.24% active; P18177; AID 652162; in the data active = inhibition above about 10%
# BoNT A protease – blocks Botulinum neurotoxin A light chain protease | multiplex microsphere protease substrate cleavage, flow cytometry | inhibition, % at 10 µM | 360,000 tested, 0.17% active | AID 588499; note: plate controls were buffer without enzyme for full effect and enzyme alone for no effect
# * = called active by the depositor; i = inactive; ? = inconclusive; nt = not tested or not shown. Cut-off read from the data, not from the text of the source, unless noted: active = inhibition above about 30%; inconclusive = no clear call, values can overlap the other calls; inactive = below that.
SMILES,SSB-PriA inh,PfHsp40 rescue,CCHF vOTU inh,3CLpro inhibitor,Yp Topo-I inh,BH1578 lux ind,VHR inh abs,Anthrax LF prot,TcdB GH inh,BoNT A protease
C=C(C)CSc1nc2sc3c(c2c(=O)n1-c1ccc(OC)cc1)CCN(C)C3,-4,nt,-5,1,nt,nt,-11,nt,0.7,nt
CSCC[C@H](NC(=O)OC(C)(C)C)C(=O)N/N=C/c1c(C)[nH]c(=O)[nH]c1=O,nt,-1.3,8,-5,0,2.8,1,0,nt,-0.2
Cc1ccccc1Nc1nc(N)nc(COC(=O)CCC(=O)c2ccc(F)cc2)n1,10,0.0,-1,nt,-4,i,nt,-2,1.7,-0.6
O=C(COC(=O)c1cccs1)NCc1ccccc1,-7,-0.3,12,-3,0,nt,-1,-2,0.6,0.9
COc1ccc(Cl)cc1NC(=O)CN(C1CCCCC1)S(C)(=O)=O,5,0.3,-12,5,12,-3.0,5,-2,nt,0.1
Cc1ccc(NC(=O)CN(C)S(=O)(=O)c2cccs2)cc1C,0,0.3,-1,-4,2,-6.7,-2,1,2.0,0.8
CCCc1cc(C(=O)N/N=C/c2cccn2C)cs1,nt,-2.0,5,1,-1,-0.3,-13,0,-0.6,-2.8
Cc1ccc(C(=O)CN(CCC(=O)O)C(=O)c2ccncc2)cc1,3,-1.0,-2,nt,-3,-1.2,nt,-5,1.7,0.2
Cc1cccc(OCC(O)CN2CCc3ccccc3C2)c1 (stereo unspecified),-7,-1.5,6,1,9,-6.7,8,-3,2.3,-2.4
Cc1cc(C(C)(C)C)oc1C(=O)O,-4,3.2,4,-3,8,-0.3,0,-3,1.1,-0.2
Cc1ccc2c(c1)C(=O)CC1(CCC(C(C)(C)C)CC1)O2 (stereo unspecified),-33,-0.5,-16,nt,9,-1.2,11,-5,3.4,-0.1
O=P(Cc1ccccc1O)(c1ccccc1)c1ccccc1,-4,-0.6,5,0,1,i,32,1,9.6,-1.7
COc1cc(NS(=O)(=O)c2ccc(NC(=S)NC(=O)/C=C/c3ccc(OC)c(OC)c3)cc2)ncn1,-7,-0.4,12,-4,0,-0.3,11,-1,0.4,0.9
COc1ccccc1/C=C1\SC(=O)N(CCC(=O)N2CCCCC2CCO)C1=O (stereo unspecified),-3,2.0,8,1,32,i,6,0,1.4,0.8
CC(NC(=O)c1ccc(S(=O)(=O)Nc2ccccc2)cc1)c1ccc(S(N)(=O)=O)cc1 (stereo unspecified),-3,1.7,23,nt,5,-0.2,nt,-7,-0.6,-0.7
O=C(COC(=O)c1cc(S(=O)(=O)N2CCOCC2)ccc1Cl)NC1CCCCC1,nt,nt,3,nt,9,i,nt,-7,0.1,-0.4
COc1ccc(S(=O)(=O)NC2CC3CCC2C3)cc1Br (stereo unspecified),-4,81*,5,1,13,-0.4,-3,-6,1.2,-0.9
O=C(O)c1ccc(N=Cc2c(O)ccc3ccccc23)cc1,5,-0.9,-4,-1,-13,0.4,-8,7,0.0,-1.0
CC1(c2ccccc2Cl)NC(=O)N(CC(=O)Nc2ccc(N3CCOCC3)cc2)C1=O (stereo unspecified),5,-0.5,6,nt,0,i,nt,-3,1.7,1.7
CCn1cc(/C=C(/C#N)S(=O)(=O)c2ccccc2)cn1,-11,0.1,-6,1,0,0.5,4,-2,nt,-1.4
O=C(COC(=O)c1ccc(O)cc1)Nc1ccc2c(c1)OCCO2,-6,-0.7,14,nt,-6,0.8,nt,0,9.7,-0.2
COc1ccc2c(CN3CCCCCCC3)cc(=O)oc2c1,nt,nt,-46,nt,nt,nt,nt,-3,-0.4,0.3
COc1ccc(CN2C(=O)c3cccnc3C2=O)cc1S(=O)(=O)NCc1ccco1,-12,0.4,10,3,0,i,-37,1,1.1,-0.1
CCCCCC1(C(C)C)C(=O)NC(=S)NC1=O,-7,1.7,-9,nt,0,i,nt,-4,1.3,-0.4
CC(=O)c1ccc(OC(=O)C2CSC3(C)CCC(=O)N23)cc1 (stereo unspecified),-8,-0.9,-11,nt,4,i,nt,-4,0.3,0.2

# Some of the entries above, set out differently.
# Sequence of screens: SSB-PriA inh	PfHsp40 rescue	CCHF vOTU inh	3CLpro inhibitor	Yp Topo-I inh	BH1578 lux ind	VHR inh abs	Anthrax LF prot	TcdB GH inh	BoNT A protease
- Cc1ccc(NC(=O)CN(C)S(=O)(=O)c2cccs2)cc1C
    0	0.3	-1	-4	2	-6.7	-2	1	2.0	0.8
- CCCc1cc(C(=O)N/N=C/c2cccn2C)cs1
    nt	-2.0	5	1	-1	-0.3	-13	0	-0.6	-2.8

# Going on with the list:
SMILES,SSB-PriA inh,PfHsp40 rescue,CCHF vOTU inh,3CLpro inhibitor,Yp Topo-I inh,BH1578 lux ind,VHR inh abs,Anthrax LF prot,TcdB GH inh,BoNT A protease
O=[N+]([O-])c1cccc(S(=O)(=O)NCC2CC3CCC2C3)c1 (stereo unspecified),8,0.5,-12,1,8,-0.6,nt,0,-0.4,-0.8
Fc1ccc(CN2CCCCCCC2)cc1F,-1,3.1,-2,-1,5,i,0,-4,nt,-1.5
O=C(N/N=C/c1cc([N+](=O)[O-])ccc1O)NC12CC3CC(CC(C3)C1)C2,nt,-0.7,9,3,-9,-0.3,-5,0,-0.8,0.0
N#Cc1c(N)nc2c(c1-c1ccc(Br)s1)CCCC2,2,0.5,1,-3,-1,-0.1,23,1,nt,0.1
COc1cccc(CN(C)C(=O)C2CCC(=O)N(Cc3cccc(F)c3)C2)c1 (stereo unspecified),-4,-0.1,2,-1,12,-0.1,-10,-4,-1.4,-4.5
CCOc1cc(CNCc2ccc3c(c2)OCO3)ccc1OC,-2,-0.2,-8,2,-5,i,27,-8,0.8,-0.8
COC(=O)CCCC1=CC2=C(c3ccccc3)C(=O)C(C)(OC(=O)C3CCCC3)C(=O)C2=CN1C1CC1 (stereo unspecified),-5,1.6,3,nt,9,-2.1,19,-4,-0.7,1.0
Cc1ccc(NC(=O)CN2CCc3ccccc3C2)cc1C,-9,-1.2,11,2,-9,-0.6,-12,7,-0.1,1.7
COc1cc(OC)c2c(=O)cc(-c3ccccc3)oc2c1,-5,-0.7,-12,0,20,-0.6,48,-3,1.9,-0.3
COc1ccc(NC(=O)CN2CCCN(S(=O)(=O)c3ccc(F)cc3)CC2)c(OC)c1,-6,-1.6,4,0,36,i,16,-3,2.3,-0.6
COC(=O)c1ccccc1NC(=O)N1CCN(S(C)(=O)=O)CC1,-6,-0.8,1,3,-8,-0.6,4,-4,1.1,-0.9
CC(=O)Nc1ccc(S(=O)(=O)NCCCN2CCOCC2)cc1,-14,-0.1,-9,-3,-6,-0.1,-8,3,1.6,2.6
CCCC(=O)N1CCC1(C)C(=O)Nc1cccc(OC(C)C)c1 (stereo unspecified),nt,nt,16,nt,-16,-4.5,nt,-5,-2.5,0.1
CCCN1CCC(NC(=O)C2CCCCC2C(=O)O)CC1 (stereo unspecified),-16,0.1,0,-3,2,-1.8,14,0,1.6,2.1
Cc1ccc(S(=O)(=O)NCC(=O)NC2CCCCCC2)cc1,-4,0.6,nt,-1,-3,-12,5,2,-0.4,-0.4
CC(C)(C)[C@@H]1COC(=O)[C@H](Cc2ccc(F)cc2)CC/C=C\C[C@@H](CC(=O)NCCO)C(=O)N1,-8,-0.5,1,nt,8,0.1,nt,1,0.0,0.1
O=C1Nc2cccc3c2N(CCC3)C2=C1CCC2,nt,nt,-2,nt,6,-0.6,nt,3,-4.1,-0.3
Cc1cc(Cl)ccc1C(=O)C1CCCN(C(=O)c2ccc3ncccc3c2)C1 (stereo unspecified),1,2.0,5,0,14,i,28,-1,0.2,-0.8
COCC(C)NC(=O)C1CCN(S(=O)(=O)c2ccc3ccccc3c2)CC1 (stereo unspecified),-8,nt,4,nt,-3,-0.7,nt,?,2.0,?
CCN(C(=O)CSc1nnc(-c2ccccc2)n1C)C1CCS(=O)(=O)C1 (stereo unspecified),-1,0.1,-4,7,4,-0.3,-6,3,1.4,0.2
O=C(O)c1ccc(/C=N/n2c(C3CCCCC3)n[nH]c2=S)cc1,nt,-0.6,11,1,9,0.4,16,-2,1.7,-3.0
COc1ccc(CNC(=O)C2CCN(S(=O)(=O)c3ccc(Br)s3)CC2)cc1,0,0.7,0,3,36,-0.2,26,-4,0.3,-1.8
Cc1cc(=O)oc2cc(NC(=O)CCOc3ccccc3)ccc12,-13,-0.7,-7,-2,3,-0.5,5,-6,-1.1,-0.9
CCOC(=O)[C@]12Cc3c(cc(OC)c(OC)c3OC)[C@H]1N(CCC(=O)OC)C(=O)c1ccccc12,nt,nt,-1,nt,nt,nt,nt,-3,1.5,0.4
COc1ccc(NC(=O)/C(C#N)=C/c2cc(C)n(-c3ccc(N4CCOCC4)c([N+](=O)[O-])c3)c2C)cc1,21,0.3,4,-1,4,-1.7,-15,-4,0.7,-0.7
# Carrying on.
SMILES,SSB-PriA inh,PfHsp40 rescue,CCHF vOTU inh,3CLpro inhibitor,Yp Topo-I inh,BH1578 lux ind,VHR inh abs,Anthrax LF prot,TcdB GH inh,BoNT A protease
Cc1ccc(C(=O)N2CCN(S(=O)(=O)N3CCCCC3)CC2)cc1,-9,-1.7,-5,5,7,i,34,nt,0.4,nt
O=C(CSC1=NCCS1)Nc1ccc(S(=O)(=O)NC2CCCCC2)cc1,-21,2.2,5,-1,3,i,42,-2,nt,-0.7
C/C(=N/NC(=O)CNC(=O)COc1cccc(C)c1)c1ccc(Cl)cc1,nt,-0.5,2,-3,8,-0.4,4,-2,0.0,-1.0
CCOC(=O)c1cccc(NS(=O)(=O)c2ccc(NC(C)=O)cc2)c1,-10,0.4,4,1,-11,nt,20,-3,nt,0.2
CSc1nncc(/C(C)=N\Nc2ccccc2C)n1,nt,0.5,1,1,0,i,2,-3,nt,-0.2
Cc1nccc(-c2cccc(N/N=C(\C#N)C(=O)c3ccccc3)c2)n1,nt,-0.1,8,2,-17,-0.5,20,0,-1.0,-0.1
CCn1cc(C(=O)N[C@H](C)c2ccccc2)c(=O)c2cc(F)c(N3CCN(C)CC3)cc21,1,-0.4,1,-9,17,5.3,11,-2,nt,0.0
Cn1cnnc1SCC(=O)N1CCc2ccccc2C1,nt,nt,15,nt,1,-1.3,nt,4,-3.3,-0.4
CN[C@H](CC(=O)O)C(=O)O,-1,-0.7,1,nt,0,3.0,nt,-4,1.1,0.0
CCN(C1CCCCC1)S(=O)(=O)c1ccc(-n2cnnn2)c(C)c1,-2,0.2,0,-4,3,-0.2,-17,8,-1.6,5.7
Cc1cccc(OC(=O)c2cccnc2)c1,-39,-0.8,nt,5,-7,-0.3,-4,12,nt,-1.9
COc1ccc(Oc2c(-c3ccc(O)cc3O)n[nH]c2C)cc1,6,0.1,1,2,-10,-0.6,25,-4,nt,-1.2

# A second format for some results above.
# The line under a structure holds: SSB-PriA inh | PfHsp40 rescue | CCHF vOTU inh | 3CLpro inhibitor | Yp Topo-I inh | BH1578 lux ind | VHR inh abs | Anthrax LF prot | TcdB GH inh | BoNT A protease
- CCOC(=O)c1cccc(NS(=O)(=O)c2ccc(NC(C)=O)cc2)c1
    -10 | 0.4 | 4 | 1 | -11 | nt | 20 | -3 | nt | 0.2
- Cc1ccc(C(=O)N2CCN(S(=O)(=O)N3CCCCC3)CC2)cc1
    -9 | -1.7 | -5 | 5 | 7 | i | 34 | nt | 0.4 | nt
- COc1ccc(Oc2c(-c3ccc(O)cc3O)n[nH]c2C)cc1
    6 | 0.1 | 1 | 2 | -10 | -0.6 | 25 | -4 | nt | -1.2
- O=C(CSC1=NCCS1)Nc1ccc(S(=O)(=O)NC2CCCCC2)cc1
    -21 | 2.2 | 5 | -1 | 3 | i | 42 | -2 | nt | -0.7

# Some of the compounds tested; rates above refer to the full screens.
